# Source: PubChem BioAssay
# TEAD-YAP inh = TEAD-YAP interaction inhibition, primary screen, TEAD-YAP interaction inhibitor project, luminescence, HEK-TIYL cells; TEAD-Gal4/YAP UAS-luciferase luminescence; hit rate 1.4% among 640,000; inhibition, % at 9.12 µM; AID 1259422, 2018; in the data active = inhibition above about 32%;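 note: 0% = median of test compound wells and 100% = reference inhibitor wells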
# GPR151 activ = activators of human GPR151, primary screen, cell-based, PathHunter beta-arrestin, luminescence. hit rate 1% among 650,000. activation, % at 11.2 µM. G-protein coupled receptor 151 (Homo sapiens), Q8TDV0. PathHunter beta-arrestin GPR151 cells; in the data active = activation above about 4.9%;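 note: 0% = median of compound wells and 100% = cells with positive control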
# Target sequence (Q8TDV0 whole entry, looked up): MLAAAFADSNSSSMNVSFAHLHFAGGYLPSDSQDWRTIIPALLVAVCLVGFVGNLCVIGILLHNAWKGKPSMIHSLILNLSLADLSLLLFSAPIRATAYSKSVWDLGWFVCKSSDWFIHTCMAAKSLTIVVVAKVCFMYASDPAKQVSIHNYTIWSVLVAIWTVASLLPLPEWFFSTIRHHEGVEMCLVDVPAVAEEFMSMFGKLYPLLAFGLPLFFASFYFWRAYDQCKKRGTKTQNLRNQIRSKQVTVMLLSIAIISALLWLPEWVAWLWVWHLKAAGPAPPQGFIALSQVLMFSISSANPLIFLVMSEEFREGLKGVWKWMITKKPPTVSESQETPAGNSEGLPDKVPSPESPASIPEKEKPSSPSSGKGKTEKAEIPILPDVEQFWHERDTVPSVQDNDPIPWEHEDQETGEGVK
# MITF primary = MITF inhibitors, primary screen, biochemical, AlphaScreen, human | Microphthalmia-associated transcription factor (Homo sapiens), O75030 | AlphaScreen MITF homodimerization, bead proximity signal | inhibition, % at 2.6 µM | hit rate 0.91% among 650,000 | AID 1259374, 2018; in the data active = inhibition above about 50%;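 note: 0% = vehicle wells with protein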
# Target sequence (O75030 whole entry, looked up): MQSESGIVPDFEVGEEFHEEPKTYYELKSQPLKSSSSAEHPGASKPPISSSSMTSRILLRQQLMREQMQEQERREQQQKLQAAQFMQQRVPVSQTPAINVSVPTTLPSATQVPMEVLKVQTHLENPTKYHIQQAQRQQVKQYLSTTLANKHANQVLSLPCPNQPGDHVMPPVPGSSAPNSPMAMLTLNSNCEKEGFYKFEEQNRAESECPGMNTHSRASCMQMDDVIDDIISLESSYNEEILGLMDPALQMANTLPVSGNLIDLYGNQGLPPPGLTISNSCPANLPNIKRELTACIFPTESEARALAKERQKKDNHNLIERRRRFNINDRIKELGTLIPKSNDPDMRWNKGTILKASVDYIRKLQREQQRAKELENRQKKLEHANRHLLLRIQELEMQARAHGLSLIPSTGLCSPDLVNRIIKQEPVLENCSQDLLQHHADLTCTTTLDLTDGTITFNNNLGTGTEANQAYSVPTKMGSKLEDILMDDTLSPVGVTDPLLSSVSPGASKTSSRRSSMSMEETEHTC
# FBW7 act = FBW7 E3 ligase activators, primary screen, biochemical, AlphaScreen, human | hit rate 0.13% among 650,000 | normalized activity (activation), % at 26.1 µM | AID 1259310, 2017 | AlphaScreen FBW7–phospho-cyclin E peptide binding, activator screen; in the data active = normalized activity above about 1.9%;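 note: purified mutant Fbw7 with reduced substrate affinity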
# Active calls of the source: *; nt = no result given; & = joins results of further samples.
canonical_smiles	TEAD-YAP inh	FBW7 act	GPR151 activ	MITF primary
COc1cc(/C=N/NC(=O)CNc2ccc(I)cc2)ccc1O	-2	0.0	-1.8	-5
CCCCNC(=O)c1ccc(CS(=O)(=O)c2ccccc2C)o1	5	-0.2	1.9	4
O=C(COc1ccccc1[N+](=O)[O-])NC(c1ccccc1)c1ccccc1	-4	0.0	3.0	15
Cc1nc(N2CCCCCC2)c2sc(=S)n(C)c2n1	-9	0.0	0.8	10
Cc1ccccc1C(=O)Nc1ccc(-c2ccccc2)cc1	-42	0.0	0.2	12
CN(C)S(=O)(=O)Nc1cccc(N)c1	-11	0.5	-1.1	16
Cc1cccc(CCN=c2c([N+](=O)[O-])nn(-c3cccc(Cl)c3)n2O)c1	15	-0.5	-1.3	34
CC(C)N(Cc1ccccc1)C(=O)c1cnc2n(c1=O)CCS2	1	0.0	1.7	10
COCCNC(=O)c1cc(Nc2cccc(C(F)(F)F)c2)nc2ccccc12	0	0.2	0.6	5
O=C(CCC1(Cc2ccc(-c3ccccc3)cc2)CCC(=O)N1)NCCCn1ccnc1 (centres undefined)	-2	0.1	0.7	-1
COCCOC(=O)c1c(C)oc2c1cc(NS(=O)(=O)c1cc(C)ccc1C)c1ccccc12	-3	0.1	0.4	-5
COc1cc(C=O)c(Cl)cc1OCC(N)=O	2	0.0	0.9	0
Cc1nc(N2CCCC(NC3CCCC3)CC2)nc2ccc(F)cc12 (centres undefined)	-1	0.4	0.1	11
COc1ccc(-n2nc3cc(C)c(NC(=O)COc4cc(C)cc(C)c4)cc3n2)cc1	-3	0.1	-1.5	4
C=CCn1nc2sc3ccccc3n2c(=O)c1=O	2	0.1	2.6	3
CCN(CC)S(=O)(=O)c1ccc(N/N=C/c2ccc(C(=O)OC)cc2)c([N+](=O)[O-])c1	3	0.0	-1.2	4
CS(=O)(=O)N(CC(=O)N1CCCCC1)c1cccc(F)c1	-3	0.0	-0.6	4
O=C1C(Cl)=C(Cl)C2(OCCO2)C1Cl (centres undefined)	2	0.6	1.1	12
Nc1scc[n+]1CC(=O)c1ccc(Cl)cc1	-99	0.2	-1.1	-3
O=C1c2ccccc2C(=O)N1Cc1ccco1	9	0.0	-0.6	-12
COc1ccc(OC)c(N2C(=O)[C@@H]3C[C@H]2CN3C(=O)Cc2cccc3ccccc23)c1	-1	-0.1	0.5	19
COc1ccccc1NC(C)C(=O)N/N=C/c1ccc(Br)cc1 (centres undefined)	6	0.0	-0.4	18
O=C(Nc1nnc(-c2ccc(Cl)cc2)o1)c1cc2ccccc2oc1=O	-5	-0.1	2.7	-7
Cc1nccn1-c1cc(N2CCN(S(=O)(=O)Cc3ccccc3)CC2)ncn1	-11	-0.4	-1.0	-3
CC1=C(C(=O)OC2CCCC2)C(c2ccc3c(c2)OCO3)C2=C(CC(C)(C)CC2=O)N1 (centres undefined)	-6	0.0	1.5	-6
CCc1ccc(N(CC(=O)Nc2ccc(Cl)cc2)S(=O)(=O)c2c(C)noc2C)cc1	-3	-0.2	-0.3	5
Cc1c(Cl)c(C(F)(F)F)nn1CC(=O)Nc1cccc(Cl)c1	6	0.1	-0.2	6
COC(=O)COc1ccc2c(=O)c(-c3ccc4c(c3)OCCO4)coc2c1	6	0.0	1.0	11
Cc1onc(-c2ccccc2)c1C(=O)NCC1CCC2(CCN(C(=O)C3CC3)CC2)O1 (centres undefined)	-3	-0.1	-0.4	-4
c1cnc2ccc(Nc3nc(NCc4nc5ccccc5[nH]4)c4ncn(-c5ccsc5)c4n3)cc2c1	49*	42*	-0.1	-16
O=C1CN(C(=O)c2cc([N+](=O)[O-])ccc2Cl)c2ccccc2N1	59*	0.0	0.2	-1
CCC(C)(C)NC(=O)C(c1cccs1)N(C(=O)c1csnn1)c1ccc(OC)cc1 (centres undefined)	-1	-0.3	-0.5	-16
CCC(CC)C(=O)Nc1cc(C)cn(Cc2cccc(C(F)(F)F)c2)c1=O	6	-0.1	-0.7	-3
CCCCCCCC(=O)OC[C@@H](COP(=O)(O)O[C@@H]1[C@@H](O)[C@H](OP(=O)(O)O)[C@@H](OP(=O)(O)O)[C@H](O)[C@@H]1O)OC(=O)CCCCCCC	nt	nt	-2.0	19
COC(=O)c1c(NC(C)=O)sc(C(=O)N2CCOCC2)c1C	-3	-0.2	-0.2	0
O=C(Oc1ccc(N2C(=O)C3CCCCC3C2=O)cc1)c1ccc(Br)cc1 (centres undefined)	7	0.0	-0.8	-7
COc1ccc(NC(=O)c2ccccc2NC(=O)c2ccccc2)cc1	-1	0.4	0.5	11
COc1ccc2c(C)nc(N3CCC(C(=O)NCC4(O)CCCCC4)CC3)nc2c1	2	0.0	-0.5	2
COc1ccc2cc(S(=O)(=O)Nc3ccncc3)ccc2c1	0	0.0	-1.1	7
CCc1ccc(C2CC(c3ccccc3)n3nc(N)nc3N2)cc1 (centres undefined)	7	-0.1	0.0	2
Cc1ccc(-c2nc3ccccc3n3c(C)nnc23)cc1	0	0.2	0.5	-3
CC(C)=NNc1nc(-c2ccc(Cl)c(Cl)c2)cs1	-24	1.0	-0.3	22
Cc1cc(C)c(C)c(S(=O)(=O)N2CC(O)CC2C(=O)O)c1C (centres undefined)	0	-0.1	-0.2	0
NC(=O)Nc1nc2cc(Cl)cc(Cl)c2[nH]c1=O	1	0.1	3.3	8
COc1ccc(-n2nnnc2SCC(=O)NN)cc1	7	0.0	-0.7	9

# Another view of two compounds above.
CCc1ccc(C2CC(c3ccccc3)n3nc(N)nc3N2)cc1 (centres undefined)
- TEAD-YAP inh: 7
- FBW7 act: -0.1
- GPR151 activ: 0.0
- MITF primary: 2

Cc1ccc(-c2nc3ccccc3n3c(C)nnc23)cc1
- TEAD-YAP inh: 0
- FBW7 act: 0.2
- GPR151 activ: 0.5
- MITF primary: -3

# Remaining list, next part:
canonical_smiles	TEAD-YAP inh	FBW7 act	GPR151 activ	MITF primary
CCOC(=O)C1CCCCN1c1c(-c2ccc(Cl)cc2)c(=O)c1=O (centres undefined)	-3	-0.1	-1.5	9
CCC(C)NS(=O)(=O)c1cc(Br)cnc1N (centres undefined)	-5	-0.1	2.0	-2
CCOc1ccc(C(=O)Nc2nnc(S(=O)(=O)N3c4ccccc4CC3C)s2)cc1 (centres undefined)	-3	-0.1	-1.7	-2
CCCN1C(=O)/C(=C\c2nc3ccccc3c(=O)n2-c2ccccc2)c2cc(Br)ccc21	0	0.0	-0.8	9
O=C(CCC1CCCN(Cc2ccc3c(c2)OCCO3)C1)NCc1ccccc1F (centres undefined)	8	0.1	-0.2	9
CCOC(=O)C1=C(C)NC(=O)NC1c1ccccc1OCC (centres undefined)	-5	0.1	-0.2	14
CN(C)CCC=C1c2ccccc2C=Cc2ccccc21	-9&-11	0.0&0.0&-0.2	-2.0&4.6&2.4	-4&20&-3
Cc1c(C(=O)N2CCCC2)sc2ncn(CC(=O)N3CCCC3)c(=O)c12	19	0.3	0.3	8
Nc1c([N+](=O)[O-])c(=O)sc2ccccc12	-5	-0.1	-0.1	6
CCOC(=O)N1CCN(C(=O)c2cnn(-c3ccc(C)cc3)c2-n2cccc2)CC1	5	-0.1	0.2	-13
O=C(O)c1ccc2c(c1)C1C=CCC1C(c1cccc([N+](=O)[O-])c1)N2 (centres undefined)	14	-0.5	1.1	83*
N#Cc1cc2c(N)c(C(=O)c3ccccc3)sc2nc1N	-28	0.0	-0.5	5
CCN(CC)C(=O)CSc1nnc(-c2cccs2)n1CC	-3	-0.2	0.3	2
COC(=O)c1c(C)oc2ccc(N(C(=O)c3ccc(C)cc3)S(=O)(=O)c3ccc(Br)cc3)cc12	-11	-0.1	-0.2	1
Cc1cc(C(=O)NCC2CCC3(CCN(Cc4cc(F)ccc4F)CC3)O2)n(C)n1 (centres undefined)	9	0.1	-0.6	5
O=S(=O)(Nc1ccc(Br)cc1)c1cccnc1	6	0.3	-0.3	16
CCc1cccc(CC)c1NC(=O)COC(=O)CNC(=O)c1ccc(C)s1	6	-0.1	0.9	0
CC1Cc2ccccc2N1C(=O)Cn1c(SCC(=O)NC(C)(C)C)nc2ccccc21 (centres undefined)	2	0.0	-0.5	16
Cc1cc(NCc2cccc(C(F)(F)F)c2)nc(NC2CCN(Cc3ccccc3)CC2)n1	10	-0.2	-2.0	-5
CCN(CC)C(=O)Cn1c(S(=O)(=O)Cc2ccccc2)nc2ccccc21	4	-0.2	1.6	7
Cc1cc(C(=O)Nc2ccccn2)cs1	-19	0.1	-7.9	13
Cc1cc(Cl)cc2sc(N(Cc3cccnc3)C(=O)CN3C(=O)CCC3=O)nc12	-18	-0.2	0.8	13
Cc1ccccc1NCC(=O)N/N=C\c1ccc(O)c([N+](=O)[O-])c1	-7	-0.1	-1.5	2
Cc1cccn2cc(C(=O)N3CCCC(C(=O)c4ccc(Cl)cc4)C3)nc12 (centres undefined)	-8	0.1	-1.9	-9
Cc1nc2c(-c3ccccc3)c(C)nn2c(N2CCOCC2)c1C	-5	-0.1	1.2	-9
CNC(=O)COC(=O)CCC(=O)c1ccc(Cl)cc1	-2	-0.1	0.2	6
Cc1ncc(CN2CCCC(C(=O)Nc3ccc(-n4ccnc4C)cc3)C2)cn1 (centres undefined)	13	-0.1	0.3	-1
O=C(Nc1ccc(S(=O)(=O)N2CCCCC2c2cccnc2)cc1)c1cc2ccccc2oc1=O (centres undefined)	-8	-0.1	-1.2	-7
O=C(CSc1nc(=O)n(CC2CCCO2)c2c1CCC2)NC1CCCCC1 (centres undefined)	-1	-0.1	-0.3	-8
COC(=O)C1=C(C)NC(C)=C(C(=O)OC)C1c1ccc(F)cc1	10	0.1	0.0	16
CN(C)/N=C/C=C1\CC/C(=C\c2ccc(Br)cc2)C1=O	-4	-0.1	-0.2	16
OCCNc1nc(N2CCC(N3CCOCC3)CC2)nc2c1ncn2-c1ccsc1	-6	-0.2	-0.2	11
O=C(OCCN(C1=NS(=O)(=O)c2ccccc21)c1ccccc1Cl)C1CC(=O)N(c2ccccc2)C1 (centres undefined)	-7	-0.1	2.7	2
CSCCC(C(=O)O)n1c(O)c(/C=C2\C=Nc3ccccc32)sc1=S (centres undefined)	12	-0.1	0.4	1
O=c1c2nnn(-c3cccc(F)c3)c2ncn1Cc1ccccn1	3	-0.1	-1.8	7
Cn1c(=O)c2c(cn3ccc4ccccc4c23)n(C)c1=O	-9	-0.3	0.0	0
COc1ccccc1Cc1noc(-c2ccc(Br)cc2)n1	-9	0.2	1.1	13
Cc1cc(C)c2c(n1)nn1c(C)c(CCC(=O)NCc3ccccc3Cl)c(C)nc21	2	0.1	0.0	-1
CCC(C)N1C(=O)/C(=C/c2c(N3CCCC3)nc3ccccn3c2=O)SC1=S (centres undefined)	4	-0.1	0.5	14
COc1cccc(NC(=O)C(=O)NCCc2c[nH]c3ccccc23)c1	-33	0.2	0.1	-8
O=C1c2cccnc2C(=O)N1Cc1ccc(S(=O)(=O)Nc2cccc(F)c2)cc1	-10	0.5	-2.3	-6
CCC(Sc1nc2ccsc2c(=O)n1Cc1ccccn1)C(=O)NCc1cccnc1 (centres undefined)	-12	0.0	-2.0	11
CCOC(=O)c1c(C)n(C)c2ccc(OCC(O)CNC(C)c3ccccc3)cc12 (centres undefined)	5	-0.2	-0.1	-3
O=C(O)CCC(=O)NCc1ccc2[nH]c3c(c2c1)CCCC3	10	0.1	0.8	-12
Cc1ccccc1CN[C@H]1C[C@H]2C(=O)N3CCC[C@@H]3C(=O)N2C1	-10	0.2	-1.5	-13
COc1ccc(OCCNCc2cccnc2)cc1	-14	0.0	3.0	25
Nn1cnnc1N/N=C\c1ccc(-c2ccccc2[N+](=O)[O-])o1	-2	-0.4	-1.0	-11
O=C(N/N=C/c1cc([N+](=O)[O-])ccc1O)C12CC3CC(CC(C3)C1)C2	4	0.0	5.1*	0
COC(=O)c1ccc2c(=O)n(-c3ccc(C)cc3)c(N3CCCC3)nc2c1	12	0.1	0.5	10
C=CCCC(=O)N1CCC(CCC(=O)Nc2ccccc2)CC1	-4	0.0	0.6	6
Cc1cc(NC2CC2)nc(NCCN2CCOCC2)n1	3	0.0	0.9	-4
COc1ccccc1CN(C)Cc1nc2sc3c(c2c(=O)[nH]1)CCC3	-12	0.1	0.2	0
COc1ccc(S(=O)(=O)N2C3CCC2CC(O)(c2ccccn2)C3)cc1 (centres undefined)	-6	0.0	-1.3	-9

# 6 compounds picked at random from those above:
canonical_smiles	TEAD-YAP inh	FBW7 act	GPR151 activ	MITF primary
Cc1cc(NC2CC2)nc(NCCN2CCOCC2)n1	3	0.0	0.9	-4
COC(=O)c1ccc2c(=O)n(-c3ccc(C)cc3)c(N3CCCC3)nc2c1	12	0.1	0.5	10
O=C(N/N=C/c1cc([N+](=O)[O-])ccc1O)C12CC3CC(CC(C3)C1)C2	4	0.0	5.1*	0
C=CCCC(=O)N1CCC(CCC(=O)Nc2ccccc2)CC1	-4	0.0	0.6	6
COc1ccc(S(=O)(=O)N2C3CCC2CC(O)(c2ccccn2)C3)cc1 (centres undefined)	-6	0.0	-1.3	-9
COc1ccccc1CN(C)Cc1nc2sc3c(c2c(=O)[nH]1)CCC3	-12	0.1	0.2	0
